NALP1 yeast inh = NALP1 inflammasome inhibitors in reconstituted yeast, colorimetric, S. cerevisiae, triplicate retest. inhibition, % at 10 µM. S. cerevisiae NALP1/ASC/caspase-1 growth, X-gal OD620, 72 h. 280,000 compounds, 0.61% hits; in the data active = inhibition mostly above about 24%, no sharp cut-off; inactive = mostly below about 32%; note: some compounds called inactive have numbers as strong as hits
PfM18AAP inh = PfM18AAP inhibitors, malaria aminopeptidase, primary screen, biochemical, QFRET, recombinant enzyme; M18 aspartyl aminopeptidase (Plasmodium falciparum 3D7); AID 1822, 2009; 290,000 compounds, 1.2% hits; H-Glu-NHMec fluorogenic cleavage; inhibition, % at 7.35 µM;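 active = inhibition above the campaign mean inhibition over all tested compounds plus 3 SD, cut at about 28% in these data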;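 note: 0% = plate median of test compound wells and 100% = 2 mM ZnCl2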
IDE cell inh = human IDE inhibitors in live cells, primary screen, fluorescence polarization, HEK cells, FAbetaB substrate; Insulin-degrading enzyme (Homo sapiens), P14735; inhibition, % at 5.59 µM; AID 434962, 2010; 320,000 compounds, 0.41% hits; FAbetaB cleavage;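 active = percent inhibition above the average of all tested compounds plus 3 SD, set per screening campaign, cut at about 16% in these data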;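 note: IDE supplied by intact live HEK cells; FP after avidin binding of uncleaved biotin substrate so inhibition keeps polarization high; 0% = DMSO wells and 100% = 60 µM reference IDE inhibitor Ii1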
MEKK2 WT-MEK5 = modulators of MEK5 binding to wildtype MEKK2, primary screen, biochemical, multiplex bead flow cytometry, Alexa488-MEK5; Mitogen-activated protein kinase kinase kinase 2 (Homo sapiens), Q9Y2U5; 290,000 compounds, 1.1% hits; Alexa488-MEK5 binding to MEKK2 WT; actives lie on both sides; binding response (% of control), % at 10 µM; in the data active = binding response below about 67% or above about 130%
MEKK2mut PB1 HTS = MEK5 binding signal on mutant MEKK2 PB1, primary screen, biochemical, multiplex bead flow cytometry, Alexa488-MEK5 | 290,000 compounds, 0.35% hits | percent response, % at 10 µM | Alexa488-MEK5 binding to MEKK2 mutant; in the data active = percent response above about 24%, passing the limit was not always enough; note: inactives centre near 1; some results filed as inactive read as strong as hits; reference of the scale not given here
SUMO HTRF inh = inhibitors of in vitro SUMOylation cascade, primary screen, biochemical, HTRF, uHTS; SUMO-conjugating enzyme UBC9 (Homo sapiens), P63279; HTRF SUMOylation assay, SAE1/SAE2 + UBC9; inhibition, % at 35 µM; 290,000 compounds, 0.36% hits; in the data active = inhibition above about 50%, passing the limit was not always enough; note: strong numbers were not always called active
Target sequence (P63279 whole entry, looked up): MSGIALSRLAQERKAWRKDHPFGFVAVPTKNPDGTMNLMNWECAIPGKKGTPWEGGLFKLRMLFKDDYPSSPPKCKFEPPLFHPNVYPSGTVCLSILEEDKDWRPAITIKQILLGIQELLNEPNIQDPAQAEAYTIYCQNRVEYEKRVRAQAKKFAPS
pCIP destab = p/CIP-EGFP fusion destabilizers, primary screen, fluorescence, F442A cells | Q05BA5 | decrease of EGFP signal, % at 10 µM | 16 h | 290,000 compounds, 0.01% hits | AID 1984, 2009;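 active = EGFP signal decrease of at least 30% at 10 µM or well 3 SD below plate mean, unless failing retest; inactive = the rest, including hits failing retest or dose response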; note: some compounds called inactive have numbers as strong as hits; many of its hits are not listed in these tables
MEKK3 PB1 HTS = modulators of MEKK3-MEK5 PB1 binding, primary screen, biochemical, wildtype MEKK3, multiplex bead flow cytometry, Alexa488-MEK5; Mitogen-activated protein kinase kinase kinase 3 (Homo sapiens), Q99759; bead-based flow cytometry, Alexa488-MEK5 binding to MEKK3; actives lie on both sides; 0 = blocked by unlabeled MEK5, 100 = vehicle; binding response (% of control), % at 10 µM; 290,000 compounds, 1.4% hits;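 active = binding response more than 3 SD above or below the average of its plate-row segment, actives on both sides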;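 note: Alexa488 bead fluorescence after subtracting the streptavidin-only scavenger bead signal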
Target sequence (Q99759 whole entry, looked up): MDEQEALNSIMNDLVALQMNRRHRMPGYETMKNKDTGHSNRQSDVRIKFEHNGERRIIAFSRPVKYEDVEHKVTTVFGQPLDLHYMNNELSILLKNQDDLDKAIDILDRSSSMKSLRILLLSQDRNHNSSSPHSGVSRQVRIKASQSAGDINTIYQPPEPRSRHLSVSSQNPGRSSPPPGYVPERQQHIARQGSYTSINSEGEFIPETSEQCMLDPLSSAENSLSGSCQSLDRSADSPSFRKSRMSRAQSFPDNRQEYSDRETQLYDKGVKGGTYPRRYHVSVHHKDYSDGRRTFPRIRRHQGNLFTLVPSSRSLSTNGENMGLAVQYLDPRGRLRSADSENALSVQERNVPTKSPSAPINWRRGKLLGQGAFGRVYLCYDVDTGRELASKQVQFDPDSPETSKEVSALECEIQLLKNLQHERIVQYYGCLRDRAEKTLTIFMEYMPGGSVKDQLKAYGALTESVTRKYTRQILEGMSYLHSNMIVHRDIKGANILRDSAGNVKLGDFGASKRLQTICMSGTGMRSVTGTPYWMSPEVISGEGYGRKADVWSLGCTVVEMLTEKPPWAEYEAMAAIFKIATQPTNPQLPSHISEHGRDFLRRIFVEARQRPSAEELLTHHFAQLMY
IDE cell activ = human IDE activators in live cells, primary screen, fluorescence polarization, HEK cells, FAbeta-B substrate | AID 493087, 2011 | FAbeta-B cleavage; 0% vehicle, 100% cell-free pure enzyme wells | 340,000 compounds, 0.073% hits | activation, % at 5.96 µM;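 active = activation above the mean of all tested compounds plus 3 SD, set per screening campaign, cut at about 17% in these data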
Starred values were filed as active, the others as inactive; / = no result given.

SMILES	NALP1 yeast inh	PfM18AAP inh	IDE cell inh	MEKK2 WT-MEK5	MEKK2mut PB1 HTS	SUMO HTRF inh	pCIP destab	MEKK3 PB1 HTS	IDE cell activ
COc1cccc(C(=O)c2cn(CC(=O)NCc3ccco3)c3nc(C)ccc3c2=O)c1	10	21	3	103	3	24	-1	101	-1
CCCCn1c2ccccc2c2nnc(SCCN3CCCCC3)nc21	8	5	/	104	-2	-2	0	95	3
C[C@H](NS(=O)(=O)c1ccccc1)C(=O)OCC(=O)NC(=O)Nc1ccc2c(c1)OCCO2	24	-5	4	98	0	20	-10	101	4
Cc1ccc2nc(SCC(=O)NCc3cccs3)c(C#N)cc2c1	12	-12	1	93	-4	4	-15	89	4
Cc1ccccc1OCc1nc(-c2ccc(NC(=O)c3ccc4c(c3)OCO4)cc2)no1	11	0	-2	96	10	39	1	94	8
COc1cc(-c2n[nH]c(=S)n2C(C)c2ccccc2)cc(OC)c1OC (stereo not drawn)	12	-8	4	101	4	7	-1	102	1
COc1ccc(S(=O)(=O)N2CCN(C(=O)C3CC3)CC2)cc1	28	4	-3	94	-4	1	-5	98	-4
CCOC(=O)c1c(C)[nH]c(C(=O)/C(C#N)=C/c2ccc(OC(F)F)c(OC)c2)c1C	24	3	5	113	19	0	-12	107	-2
Cc1nc(Cl)c2c(n1)NC(=O)CO2	-4	-7	-8	96	0	11	10	99	/
COc1cc(C(=O)NCCCc2nc3ccccc3n2Cc2cc(C)ccc2C)cc(OC)c1OC	24	-10	5	75	-7	-1	-22	69	2
Cc1ccc(-c2ocnc2C(=O)Nc2ccccc2NC(=O)c2ccccn2)cc1	8	20	6	98	1	-17	-8	99	-5
CC1(C)N=C(N)N=C(N)N1c1cccc(CN)c1	/	1	-9	97	4	-2	15	111	4
NC(=O)c1ccc2c(=O)n3c(-c4cccs4)csc3nc2c1	/	/	0	93	1	15	-3	93	-3
CC(C)c1ccc(NC(=O)CC2Oc3ccccc3NC2=O)cc1 (stereo not drawn)	-1	-3	1	101	3	2	0	102	6
CCN(CC)C(=O)CSc1nnc2cc(C)c3ccccc3n12	2	-6	2	100	3	-1	4	99	-2
COc1cc(OC)cc(C(=O)NC(C)c2cnn(-c3ccccc3C)c2C)c1 (stereo not drawn)	16	1	-6	92	0	1	-8	99	4
O=C(CCN1C(=O)/C(=C/c2ccccc2Cl)SC1=S)NNC(=O)c1cccnc1	-8	15	6	103	1	0	-8	104	-14
COc1ccc(C(CNC(=O)c2ccc(S(=O)(=O)N3CCCC3)cc2)N2CCOCC2)cc1 (stereo not drawn)	/	-5	-1	102	-4	-17	3	93	-1
Cc1ccc(C(=O)N/N=C\c2ccc(-c3ccc(Cl)c(Cl)c3)o2)cn1	42	3	1	81	-16	2	-12	89	-7
Cc1cc(OCCN2CCOCC2)nc2ccccc12	1	0	-9	110	11	11	3	106	3
CC(C)CC(c1nnnn1C1CCCC1)N1CCC(C(N)=O)CC1 (stereo not drawn)	3	-15	2	100	-1	3	16	102	1
COc1cc2ccccc2cc1C(=O)N(CCN(C)C)c1nc2c(F)cccc2s1	34	-4	4	113	6	4	-21	100	7
COc1cccc(C(=O)CSc2nnc(CNS(C)(=O)=O)n2-c2ccc(C)cc2)c1	-8	-16	/	108	12	5	-9	108	-1
Cc1cc(SCC(=O)Nc2cccc(S(=O)(=O)N3CCOCC3)c2)nc2ccccc12	2	6	3	96	-2	-16	-9	100	-1
O=C(CSc1nnc(-c2ccccc2)n1CC1CCCO1)N1CCCC1 (stereo not drawn)	4	-13	1	89	-6	10	-4	95	7
New compounds follow
SMILES	NALP1 yeast inh	PfM18AAP inh	IDE cell inh	MEKK2 WT-MEK5	MEKK2mut PB1 HTS	SUMO HTRF inh	pCIP destab	MEKK3 PB1 HTS	IDE cell activ
O=C(Cn1cnc2cc([N+](=O)[O-])ccc2c1=O)Nc1ccc2c(c1)CCC2	-22	-10	-5	104	6	1	-9	102	3
C=CCn1c(SCn2nnc3ccccc3c2=O)nnc1-c1ccc(F)cc1	-2	-8	-9	105	0	-6	-6	105	-3
COC(=O)c1ccc(NC(=O)CSCc2ccc(C)cc2)cc1	6	-1	2	105	0	-11	-4	102	-3
O=C(O)c1ccccc1/C=N/Nc1ccc(S(=O)(=O)N2CCCC2)cc1[N+](=O)[O-]	5	-17	-2	98	-10	20	-7	97	8
Cn1c(CNC(=O)CNS(=O)(=O)c2ccc(F)cc2F)cc(=O)n(C)c1=O	11	-8	-7	103	1	8	5	105	5
O=C1Nc2ccccc2C(O)(C(=O)NCc2ccco2)N1c1ccc(Cl)cc1 (stereo not drawn)	5	8	-2	90	-1	-17	5	95	1
COc1ccc(NC(=O)C/C(C)=N/NC(=O)C2CCCCC2)c([N+](=O)[O-])c1	0	10	1	100	1	1	5	99	-2
O=C(NC(=S)NC(CO)c1ccccc1)c1ccc(F)cc1 (stereo not drawn)	-4	-1	1	100	0	2	1	101	-5
Cc1c(C(=O)N(C)CCC#N)oc2ccc(S(=O)(=O)N3CCOCC3)cc12	-7	6	2	99	-7	/	2	99	3
COc1ccc(N2CC(C(=O)OCC(=O)Nc3cc(C)on3)CC2=O)cc1 (stereo not drawn)	2	0	5	101	6	-1	-3	100	6
CCSc1nc(O)c(C2OC(=O)c3c2ccc(OC)c3OC)c(=O)n1-c1ccccc1 (stereo not drawn)	-5	1	4	95	-2	-2	6	96	1
O=[N+]([O-])c1ccc(Sc2cccc3cccnc23)c2cccnc12	0	4	5	68	-17	23	0	92	1
C=CCn1cc(/C=N/NC(=O)COc2cccc3cccnc23)c2ccccc21	29	17	-2	94	4	4	4	100	0
CCOc1ccc(Cn2nnc(C(=O)NCCc3ccc(Cl)cc3)c2N)cc1	9	8	7	102	1	3	2	100	0
Cc1cc(C)c(C)c(S(=O)(=O)NCc2ccc(C(=O)N3CCCCC3)cc2)c1C	-3	-4	3	100	3	22	-4	105	0
N#Cc1ccsc1NC(=O)CN1CCN(c2ccccc2)CC1	7	3	-1	105	1	-1	-3	106	4
COc1ccc(Cn2c(=S)[nH]c3cc(C(=O)NCc4cccnc4)ccc3c2=O)cc1	12	1	1	109	0	1	5	106	-2
Cc1[nH]c2ccc(C(C)C)cc2c1CC(=O)O	/	-7	1	97	-5	2	2	100	/
O=C(O)CCc1ccc(-c2ccc(Br)cc2)n1-c1ccc(O)cc1	16	2	/	102	-1	-6	0	103	-3
CC(C)Oc1cccc(C(=O)C2CCCN(C(=O)c3ccnn3C)C2)c1 (stereo not drawn)	6	1	2	92	-7	14	-18	98	1
O=C(Nc1ccn(Cc2ccccc2)n1)c1ccc(F)cc1	6	2	-2	98	-1	-15	-14	101	-1
O=C1CSCN1c1cc(Cl)ccc1Cl	11	-17	2	66	-40	-5	9	60	/
CCCCNC(=O)CSc1nc2ccccc2c(=O)n1CCNC(C)=O	2	6	2	98	4	17	-1	104	3
CC#CCCCC(=O)Nc1ccccc1C(=O)O	-39	2	2	77	-12	17	-6	67	4
CCOC(=O)c1cc(-c2ccccc2)n(CCC(=O)N2CCN(c3ccccn3)CC2)c1C	46	9	2	102	-2	-12	2	110	-6
New compounds follow
SMILES	NALP1 yeast inh	PfM18AAP inh	IDE cell inh	MEKK2 WT-MEK5	MEKK2mut PB1 HTS	SUMO HTRF inh	pCIP destab	MEKK3 PB1 HTS	IDE cell activ
Cc1cc(C(=O)COC(=O)Cc2n[nH]c(=O)c3ccccc23)c(C)n1-c1cccc(C(F)(F)F)c1	6	-6	-5	104	1	-3	2	136*	3
Cn1c(CN2CCOCC2)nc2cc(NC(=O)COc3ccccc3)ccc21	-4	5	-2	96	-7	12	-3	95	1
CCOC(=O)c1c(-c2ccc(C)cc2)csc1NC(=O)CCN1CCOCC1	25	3	5	110	7	-3	4	106	1
CCCN1C(=O)C2(C(C(=O)c3ccc(C)o3)=C(O)C(=O)N2CCCN2CCOCC2)c2ccccc21 (stereo not drawn)	-3	-13	-1	97	1	21	-8	98	6
C[N+]1(C2CCC3CCC2C3O)CCCC1 (stereo not drawn)	16	3	-3	98	1	-4	-8	102	-2
O=C1CCC2c3ccc4ccccc4c3CCN12 (stereo not drawn)	4	-1	0	97	-6	-33	-3	99	4
COC(=O)c1ccccc1NC(=O)c1cccs1	24	-1	3	94	-1	2	-10	102	-1
CCOC(=O)Cn1nnnc1CN(Cc1ccccc1)Cc1cc2cc(CC)ccc2[nH]c1=O	-11	11	2	103	0	10	2	106	-4
CCc1ccccc1NC(=O)C1CCCN(S(=O)(=O)c2ccc3c(c2)CC(C)N3C(C)=O)C1 (stereo not drawn)	28	0	0	95	-1	11	-22	93	7
O=C(CN(C(=O)c1ccccc1Cl)N1C(=O)C2C3C=CC(C3)C2C1=O)c1cccs1 (stereo not drawn)	1	-1	-1	107	1	15	-5	105	1
O=C(CC1(O)C(=O)N(Cc2ccccc2)c2ccccc21)c1ccc2c(c1)OCO2 (stereo not drawn)	-2	0	1	97	0	6	-4	100	0
CCOC(=O)c1ccccc1NC(=O)c1cn(-c2ccc(C)c(C)c2)c(=O)c2ccccc12	29	-8	-2	100	-1	0	-4	101	2
CC(C)(O)CNC(=O)C(Cc1ccccc1)N1C(=O)c2ccccc2C1=O (stereo not drawn)	15	-10	3	105	-1	-2	-12	103	0
O=C(NCCNC(=O)c1ccccc1)c1ccccc1	/	-8	-2	105	10	1	-5	105	1
O=C(Nc1cccc(S(=O)(=O)NCc2ccco2)c1)c1cc(-c2ccc(F)cc2)nc2ccccc12	24	9	-3	112	4	7	2	103	-1
Cc1ccc(C)c(NC(=S)NNC(=O)c2sccc2C)c1	/	-4	-5	82	-9	0	-3	78	4
Cc1ccc(-n2nc(-c3ccc(OC(F)(F)F)cc3)cc2N)cc1C	10	-4	-2	91	-8	-1	-1	94	/
COc1cc2ccccc2cc1C(=O)N1CCCC1	10	5	5	108	4	-2	-8	101	0
CN(Cc1ccccc1)C(=O)CCc1ccccc1	26	-5	-4	109	0	-3	-12	129	4
Cc1nc(SCC(=O)NC(C)c2ccccc2)c2oc3ccccc3c2n1 (stereo not drawn)	-6	-2	0	92	-2	25	6	95	3
CCSc1ccc(-c2ccco2)nn1	0	-8	4	100	-2	8	8	102	4
Cc1c(Br)c([N+](=O)[O-])nn1CC(=O)Nc1ccc(C(N)=O)cc1	3	-4	-2	97	-4	-2	-7	102	1
CC(=O)COC(=O)CNC(=O)c1ccc(Br)cc1	-2	-7	4	84	-6	-3	1	88	-2
CCn1nc(NC(=O)Cc2ccc(OC)cc2)c2cc3cc(C)ccc3nc21	22	-14	2	95	0	2	-2	96	2
CCOC(=O)C1CCN(C(=S)Nc2cccc(C)c2C)CC1	26	1	-3	100	0	-1	10	101	-4
Cc1cc(C)nc(Nc2ccccc2Cl)n1	-15	3	4	103	0	1	-16	102	-7
Cc1ccc(OCc2nnc(NC(=O)c3ccco3)s2)c(C)c1	1	-10	-3	109	10	6	0	111	3

Screening results: PubChem, several laboratories

These rows are one share of the data, so the mix of outcomes need not match the whole.
